SKKanGAS inh: SKKanGAS growth inhibition. S. pyogenes SKKanGAS, kanamycin growth, BacTiter-Glo, 6 h. inhibition, % at 7.5 µM. 300,000 compounds, 1.3% hits;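 active = mean replicate score, as percent of positive control median, at least 50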;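 note: strain carries kanamycin resistance gene driven by streptokinase promoter and grows in 40 µg/ml kanamycin; loss of luminescence reflects streptokinase promoter inhibition or plain growth inhibition; 0% = median of DMSO wells and 100% = positive control at its reference dose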
TRPC6 inh: inhibitors of mouse TRPC6 channel; B-score at 10 µM; HEK293-TRPC6, membrane potential dye, ACh-evoked depolarization; hits give low values; 310,000 compounds, 1.1% hits;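 active = B-score under library mean minus 3 SD, initial fluorescence not abnormally high, positive integrated signal ratio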;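 note: B-score derived from integrated fluorescence ratio over the kinetic read; more negative B-score means stronger inhibition of depolarization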
MrgX1 PAM: human MrgX1 positive allosteric modulation, primary screen | MrgX1-HEK293, Fluo-4 calcium flux, FDSS; hits give high values | B-score at 10 µM | 310,000 compounds, 0.63% hits | AID 588675;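 active = plate-corrected calcium response at least 3 library SD above typical, normal starting fluorescence, not activating the receptor alone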;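 note: compound read alongside a low EC10 to EC30 dose of BAM8-22 agonist; peak minus trough fluorescence over baseline measured at the second addition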
Target sequence (Q96LB2 whole entry, looked up): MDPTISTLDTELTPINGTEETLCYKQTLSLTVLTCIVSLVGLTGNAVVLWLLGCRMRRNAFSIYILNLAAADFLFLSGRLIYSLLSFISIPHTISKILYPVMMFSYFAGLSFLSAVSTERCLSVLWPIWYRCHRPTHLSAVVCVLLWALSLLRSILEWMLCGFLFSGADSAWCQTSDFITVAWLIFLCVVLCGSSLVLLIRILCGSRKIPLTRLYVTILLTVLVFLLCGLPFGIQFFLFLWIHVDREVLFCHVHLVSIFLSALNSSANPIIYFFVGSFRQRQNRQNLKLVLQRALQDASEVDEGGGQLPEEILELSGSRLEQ
TRPC4 agonist: opens the mouse TRPC4 cation channel; HEK293 TRPC4beta/mu-opioid, Fluo4 calcium fluorescence; hits give high values; B-score at 10 µM; 310,000 compounds, 0.49% hits; AID 2237;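 active = B-score above 5 SD of library B-scores, and initial fluorescence ratio not above library mean plus 5 SD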;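 note: positive B-score marks a calcium rise read as TRPC4 activation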
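System: HEK293 cells stably co-expressing mouse TRPC4beta and mu-opioid receptor; Schedule: Fluo4 dye loading 45 min at room temperature, 110 s recording; Detection: Fluo4 fluorescence, kinetic; Evaluation: B-scored integrated calcium fluorescence ratio; Controls: buffer (low) and maximal DAMGO (high).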
TRPC4 block: blocks the mouse TRPC4 cation channel | B-score at 10 µM | 300,000 compounds, 0.39% hits | AID 2247 | HEK293 TRPC4beta/mu-opioid, DAMGO-evoked Fluo4 calcium flux; hits give low values;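 active = B-score over 3 SD under the library average, no early fluorescence shift, positive overall ratio signal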
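test system = HEK293 cells with stable TRPC4beta plus mu-opioid receptor expression | detection = Fluo4 Ca2+ flux fluorescence | read-out = integrated fluorescence ratio relative to baseline, converted to per-well B score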
TRPC6 activator: activates the mouse TRPC6 cation channel. Q61143. B-score at 10 µM. HEK293-TRPC6 membrane potential dye fluorescence; hits give high values. 310,000 compounds, 0.13% hits;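 active = B-score of the integrated fluorescence ratio above library mean plus 3 SD, and starting fluorescence ratio within library mean plus 5 SD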;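 note: higher score means more depolarization so channel activation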
ANO1 activ: activators or potentiators of mouse TMEM16A chloride channel | Q8BHY3 | AID 623877 | 340,000 compounds, 0.3% hits | HEK293 TMEM16A/YFP-H148Q/I152L, iodide quench fluorescence; hits give low values | B-score at 10 µM;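 active = fluorescence-ratio B-score plate-corrected deviation score at least 3 library SD below zero, with starting fluorescence score within 5 deviations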;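 note: channel opened by trigger with iodide after compound preincubation; score built on the fluorescence ratio of max minus min over baseline; more negative score means more quench and so TMEM16A activation or potentiation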
MrgX1 agonist: human MrgX1 receptor agonism, primary screen. MrgX1-HEK293 cells, Fluo-4 calcium fluorescence, agonist mode; hits give high values. B-score at 10 µM. 310,000 compounds, 0.44% hits;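 active = calcium response B-score plate-corrected fluorescence ratio at least 3 library SD, with starting fluorescence B-score inside 5 SD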
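Material – MrgX1-expressing HEK293 cells · Input – 15,000 cells seeded per well · Dosing – compound as first of three additions · Times – overnight seeding, then 1 h dark dye loading · Measured by – kinetic Fluo-4 NW fluorescence of intracellular calcium · Read-out – B-scored fluorescence response ratio · Benchmarks – positive and negative control wells on each plate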
MrgX1 antag: antagonists of human MrgX1 receptor. MRGX1-HEK293 calcium flux, Fluo-4, BAM8-22 antagonism; hits give low values. Q96LB2. 310,000 compounds, 1.3% hits. B-score at 10 µM;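 active = calcium-response B-score plate-corrected more than 3 library SD below zero, starting fluorescence within 5 deviations, no agonist response on first addition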;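 note: peak minus trough fluorescence over baseline after final BAM8-22 challenge near maximal dose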
TRPC4 potent: allosteric potentiators of mouse TRPC4 channel; Q9QUQ5; HEK293 TRPC4beta/mu-opioid, DAMGO EC20, Fluo-4 Ca2+ flux; hits give high values; B-score at 10 µM; 310,000 compounds, 0.42% hits;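 active = B-score of calcium response area above 5 SD of library B-scores, with initial fluorescence ratio within 5 SD of library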;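 note: B-score of integrated fluorescence ratio over time as area under calcium response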
ANO1 block: blocks the mouse calcium-activated chloride channel TMEM16A; Q8BHY3; HEK293 TMEM16A/YFP iodide influx fluorescence, ionomycin; normalized B-score (activity score, 25-100; higher = stronger inhibition) at 10 µM; 310,000 compounds, 1.2% hits;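 active = ratio plate-corrected score three or more library SD toward inhibition, starting fluorescence score within five deviations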;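 note: score derived from kinetic fluorescence span divided by baseline fluorescence per well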
Numbers without * were called inactive; i = inactive; nt = not tested or not shown.

Sequence of screens – SKKanGAS inh | TRPC6 inh | MrgX1 PAM | TRPC4 agonist | TRPC4 block | TRPC6 activator | ANO1 activ | MrgX1 agonist | MrgX1 antag | TRPC4 potent | ANO1 block
> Cc1ccnc(NC(=O)CCC(=O)N(CC(=O)NC2CCCCC2)Cc2ccccc2)c1
  7 | i | i | i | i | i | i | i | i | i | i
> C/C(CC(=O)NC1CCCCCC1)=N\NC(=O)c1cnccn1
  -1 | i | i | i | i | i | i | i | i | i | i
> CCN(CC)C(=O)c1cc(C(C)(C)C)c(O)c(C(C)(C)C)c1
  -2 | i | i | i | i | i | i | i | i | i | i
> Cc1cc(C)c(S(=O)(=O)N2CCN=C2c2ccccc2)cc1C
  6 | i | i | i | i | i | i | i | i | i | i
> O=C(COC(=O)CCCOc1ccc(Cl)cc1Cl)NCc1ccc(F)cc1
  -6 | i | i | i | i | i | i | i | i | i | i
> O=C(Nc1nnc(S(=O)(=O)N2CCCCCC2)s1)c1ccccc1F
  13 | i | i | i | i | i | i | i | i | i | i
> O=C(COC(=O)c1ccc(NS(=O)(=O)c2ccc3c(c2)OCCO3)cc1)NCC1CCCO1 (centres undefined)
  9 | i | i | i | i | i | i | i | i | i | i
> CCc1ccccc1OCC(=O)N(CC)CC(=O)NCc1ccc(F)cc1
  nt | i | i | i | i | i | i | i | i | i | i
> Cc1cccc(Nc2nc(-c3ccc(F)cc3)cs2)n1
  6 | i | i | i | i | i | i | i | i | i | i
> COc1ccc(OC)c(N/C(N)=N/c2nc(C)cc(C)n2)c1
  0 | i | i | i | i | i | i | i | i | i | i
> CC(=O)N1c2ccc(S(=O)(=O)N3CCC(C(=O)NC4CCCCC4C)CC3)cc2CC1C (centres undefined)
  -1 | i | i | i | i | i | i | i | i | i | i
> Cc1ccc2nccc(C(=O)N3CCCC(Nc4ccc(F)cc4)C3)c2c1 (centres undefined)
  0 | i | i | i | i | i | i | i | i | i | i
> Cc1ccc(Sc2oc(/C=N/n3cnnc3)cc2Br)cc1
  1 | i | i | i | i | i | i | i | i | i | i
> CC(=O)Nc1ccc(S(=O)(=O)N(Cc2ccccc2)c2ccccc2)cc1
  -1 | i | i | i | i | i | i | i | i | i | i
> CCOC(=O)CN1NC2(CCC(C)CC2)NC1=S (centres undefined)
  7 | i | i | i | i | i | i | i | i | i | i
> COc1ccc(/C(N)=N/OC(=O)CCCc2ccccc2)cc1OC
  -5 | i | i | i | i | i | i | i | i | i | i
> COc1ccc(NC(=O)c2cccc(NC(=O)C3C4CC5OC(=O)C3C5C4)c2)c(OC)c1 (centres undefined)
  2 | i | i | i | i | i | i | i | i | i | i
> Cc1cccc(CCNC(=O)c2nnc(Cc3ccc(Cl)cc3)o2)c1
  -9 | i | i | i | i | i | i | i | i | i | i
> FC(F)(F)c1cc(C(F)(F)F)c2ccc(N3CCN(c4ccccc4)CC3)nc2n1
  5 | i | i | i | i | i | i | i | i | i | i
> Cc1ccc(/C=C\c2nccc3c2[nH]c2ccccc23)cc1
  47 | i | i | i | i | i | i | i | i | i | i
> O=C1CCC(=O)N1CN(Cc1ccco1)CN1C(=O)CCC1=O
  nt | nt | i | nt | nt | nt | i | i | i | nt | i
> Cc1ccc(NC(=S)N(Cc2ccc(Br)cc2)Cc2ccc(C(=O)O)cc2)cc1C
  53* | i | i | i | i | i | i | i | i | i | i
> Cc1ccc(NC(=O)c2csnn2)c(C)c1
  2 | i | i | i | i | i | i | i | i | i | i
> O=C(Nc1ccc(Br)cc1F)c1cccnc1
  -1 | i | i | i | i | i | i | i | i | i | i
> COc1ccc(S(=O)(=O)N(CC(C)C)C2CCS(=O)(=O)C2)cc1OC (centres undefined)
  -8 | i | i | i | i | i | i | i | i | i | i
> CC(C)Nc1ccc(C(CC(N)=O)NC(=O)c2ccccc2)cc1[N+](=O)[O-] (centres undefined)
  7 | i | i | i | i | i | i | i | i | i | i
> CNc1cccc2c1C(=O)c1ccccc1C2=O
  -18 | i | i | i | i | i | i | i | i | i | i
> CCOC(=O)N1CCC2(CC1)CC(=O)c1c(ccc3oc(C(=O)O)c(C)c13)O2
  11 | i | i | i | i | i | i | i | i | i | i
> Cc1ccc(CN2CC(C(=O)Nc3ccc(S(=O)(=O)Nc4cc(C)nc(C)n4)cc3)CC2=O)cc1 (centres undefined)
  -1 | i | i | i | i | i | i | i | i | i | i
> COC(=O)c1ccccc1NC(=S)N(Cc1ccc2c(c1)OCO2)Cc1cc2cc(C)ccc2[nH]c1=O
  22 | i | i | i | i | i | i | i | i | i | i
> CC(=O)C1=C(C)NC(=O)CC1c1ccc(F)cc1 (centres undefined)
  0 | i | i | i | i | i | i | i | i | i | i
> CCN1C(=O)[C@@H]2[C@@H](c3ccc(SC4CCCCC4)cc3)N3CCC[C@@]3(C(=O)OC)[C@@H]2C1=O
  8 | i | i | i | i | i | i | i | i | i | i
> COC(=O)c1ccc(OC)c(CN2CCCN(Cc3ccc(F)cc3)S2(=O)=O)c1
  3 | i | i | i | i | i | i | i | i | i | i
> COc1ccc(OC)c(NC(=O)C2CCCN(S(C)(=O)=O)C2)c1 (centres undefined)
  2 | i | i | i | i | i | i | i | i | i | i
> CCCN(CC(=O)Nc1c(C)cccc1CC)C(=O)SCC
  0 | i | i | i | i | i | i | i | i | i | i
> COc1ccccc1C(CNC(=O)c1cccc(NS(=O)(=O)c2ccc(C)c(F)c2)c1)N(C)C (centres undefined)
  -4 | i | i | i | i | i | i | i | i | i | i
> O=C(O)CNc1nc(-c2ccccc2)nc2c1oc1ccccc12
  1 | i | i | i | i | i | i | i | i | i | i
> C=CCN(C(=O)c1csnn1)C(C(=O)NC1CCCC1)c1ccc(Cl)cc1 (centres undefined)
  24 | i | i | i | i | i | i | i | i | i | i
> Cc1cc(C)n(CCNC(=O)c2ccco2)n1
  2 | i | i | i | i | i | i | i | i | i | i
> CCOc1ccc(NC(=O)c2ccccc2NS(C)(=O)=O)cc1
  8 | i | i | i | i | i | i | i | i | i | i
> CC(NCc1ccc(OCC(N)=O)cc1)C12CC3CC(CC(C3)C1)C2 (centres undefined)
  2 | i | i | i | i | i | i | i | i | i | i
> O=C(O)c1cccc(CN2C(=O)c3ccccc3C2=O)c1
  9 | i | i | i | i | i | nt | i | i | i | i
> Oc1ccc(N=Cc2ccc(-c3cccs3)s2)cc1
  -3 | i | i | i | i | i | i | i | i | i | i
> NC1=NC2(CCC(c3ccccc3)CC2)n2c(nc3ccccc32)N1 (centres undefined)
  2 | i | i | i | i | i | i | i | i | i | i
> CCOC(=O)CNNC(=O)Nc1ccc(Cl)c(Cl)c1
  1 | i | i | i | i | i | i | i | i | i | i
> COC(=O)CSc1nc(C)cc(C)n1
  4 | i | i | i | i | i | i | i | i | i | i
> COc1cc(/C=C/C(=O)NCc2nc3ccccc3[nH]2)cc(OC)c1OC
  -12 | i | i | i | i | i | i | i | i | i | i
> COc1ccc(-c2cn3c(C)c(C(=O)Nc4cccc(NC(C)=O)c4)sc3n2)cc1
  14 | i | i | i | i | i | i | i | i | i | i
> O=S(=O)(c1ccc(OCC(O)CN2CCN(c3ccc(F)cc3)CC2)cc1)N1CCOCC1 (centres undefined)
  -2 | i | i | i | i | i | i | i | i | i | i
> CCOC(=O)N1CCN(C(=O)c2ccc([N+](=O)[O-])cc2Cl)CC1
  -8 | i | i | i | i | i | i | i | i | i | i
> CCOP(=O)(O)c1ccccc1OCCOc1ccccc1P(=O)(O)OCC
  -6 | i | i | i | i | i | i | i | i | i | i
> O=C(CSc1nnc(-c2ccc(Br)o2)n1Cc1ccccc1)c1ccccc1F
  13 | i | i | i | i | i | i | i | i | i | i
> COc1ccccc1/C=C/C(=O)OCC(=O)Nc1ccccc1Sc1ccccc1
  -7 | i | i | i | i | i | i | i | i | i | i
> O=C(NC1CCS(=O)(=O)C1)c1cccc(Cl)c1 (centres undefined)
  -1 | i | i | i | i | i | i | i | i | i | i
> CCn1c(SCC(=O)N(C)CC(=O)Nc2ccc(OC)cc2)nnc1-c1ccco1
  -2 | i | i | i | i | i | i | i | i | i | i
> O=C(NC1CCCCC1)N1CCN(c2ccc([N+](=O)[O-])cc2)CC1
  -6 | i | i | i | i | i | i | i | i | i | i
> C=CCn1c(SCc2cc(=O)n3ccsc3n2)nnc1C1CCCCC1
  3 | i | i | i | i | i | i | i | i | i | i
> Cc1ccccc1NC(=O)CSc1nc2ccccc2c(=O)n1CC1CCCO1 (centres undefined)
  0 | i | nt | i | i | i | i | nt | nt | i | nt
> O=[N+]([O-])c1cccc(-c2nnc3n2CCCCC3)c1
  0 | i | i | i | i | i | i | i | i | i | i
> COc1cccc(/C=C2\SC(=S)N(CCCC(=O)N(CCO)c3ccccc3)C2=O)c1
  14 | i | i | i | i | i | i | i | i | i | i

(continued)
Sequence of screens – SKKanGAS inh | TRPC6 inh | MrgX1 PAM | TRPC4 agonist | TRPC4 block | TRPC6 activator | ANO1 activ | MrgX1 agonist | MrgX1 antag | TRPC4 potent | ANO1 block
> COc1cc(OC)c(OC)cc1CNC(=O)CCN1C(=O)c2cccc([N+](=O)[O-])c2C1=O
  -4 | i | i | i | i | i | i | i | i | i | i
> Cc1cc(-c2ccccc2)c2c(=O)[nH][nH]c2n1
  20 | i | i | i | i | i | i | i | i | i | i
> COC(=O)c1cc(Cl)cc2c(C)c(C3(O)CCCCC3)[nH]c12
  43 | i | i | i | i | i | i | i | i | i | i
> CCC(CC)c1nn2c(N)c(/C=C3\C=Nc4ccccc43)c(=O)nc2s1
  23 | i | i | i | i | i | i | i | i | i | i
> CC(OC(=O)CCc1ccccc1)C(=O)Nc1ccc(Cl)cn1 (centres undefined)
  3 | i | i | i | i | i | i | i | i | i | i
> Cc1ccc(C(=O)OCN2C(=O)c3ccccc3C2=O)cc1S(=O)(=O)N1CCOCC1
  3 | i | i | i | i | i | i | i | i | i | i
> Cc1ccc(C)c(S(=O)(=O)N2CCN(C(=O)c3cccnc3)CC2)c1
  0 | i | i | i | i | i | i | i | -11* | i | i
> CC(=O)c1cc(C)ccc1OC(=O)CN1C(=O)c2ccccc2C1=O
  -2 | i | i | i | i | i | i | i | i | i | i
> CCc1nc2ccccc2c(C(=O)Nc2ccc(F)cc2)c1C
  -2 | i | i | i | i | i | i | i | i | i | i

Screens from PubChem.
